Source: PubChem
Sm TGR inh – blocks Schistosoma mansoni thioredoxin glutathione reductase; Q962Y6; purified TGR, DTNB reduction, TNB absorbance 405 nm; Potency, µM (highest dose often 114 µM), for the others: top-dose activity change, negative = inhibition, usual class: inhibitors; 360,000 tested, 3% active; AID 485364; note: potency is the fitted concentration of half-maximal effect; nearly all actives have a fitted effect of over 60% in size
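TGR 20 nM + NADPH 100 uM (dispensed conc.), cpd preinc 15 min RT; start with NADPH (500 uM addition) then DTNB (15 mM addition). Kinetic TNB absorbance, 405 nm filter. Four-parameter Hill fit across titration.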
AMA1 RON2 block – disrupts binding of P. falciparum AMA1 to RON2; AlphaScreen AMA1-biotinylated RON2 peptide binding; Potency, µM (titrated, usually from 58.2 µM), for the others: at the highest dose activity change, negative = inhibition, most hits filed as inhibitors; 360,000 tested, 0.2% active;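 note: potency is the fitted concentration of half-maximal effect; 0% = vehicle wells and -100% = peptide control; nearly all actives have a fitted effect of over 45% in size; some results filed as inactive show a strong effect at the top dose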
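AMA1 (3D7) with his tag at 25 nM final met compounds first, then biotinylated RON2 peptide at 25 nM; detection used donor plus acceptor beads, 10 µg/mL apiece, read by AlphaScreen after 30 min at room temperature.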
HCV inh – blocks hepatitis C virus | Huh7.5.1 HCVcc-Cre infection, luciferase reporter, 44 h | Potency, µM (titrated, usually from 41.8 µM), without a hit: top-dose activity change, negative = inhibition, usual class: inhibitors | 340,000 tested, 3.4% active | AID 651820; note: potency is the fitted concentration of half-maximal effect
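A cell-based infection assay in which seeded cells (1,000 per well) receive test compound after 4 h, are inoculated with HCVcc-Cre at approximately 0.5 moi, and are incubated 44 h before luminescence detection.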
Giardia FBPA inh – Giardia lamblia aldolase inhibition; A8B2U2; purified Giardia FBPA; Potency, µM (series often up to 59.6 µM), inactives show at the highest dose activity, negative = inhibition, usual class: inhibitors; 290,000 tested, 0.71% active; note: potency is the fitted concentration of half-maximal effect; nearly all actives have a fitted effect of over 55% in size
Target sequence (A8B2U2 whole entry, looked up): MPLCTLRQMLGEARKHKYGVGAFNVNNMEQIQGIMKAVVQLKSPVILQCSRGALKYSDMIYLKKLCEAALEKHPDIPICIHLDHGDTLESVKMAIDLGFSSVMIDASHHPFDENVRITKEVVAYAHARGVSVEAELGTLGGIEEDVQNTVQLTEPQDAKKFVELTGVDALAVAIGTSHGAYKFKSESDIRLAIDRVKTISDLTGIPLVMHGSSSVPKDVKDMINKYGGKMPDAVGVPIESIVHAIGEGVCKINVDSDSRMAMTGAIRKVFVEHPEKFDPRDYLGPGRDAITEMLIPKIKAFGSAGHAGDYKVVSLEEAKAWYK
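Giardia FBPA (40 nM reagent) was preincubated 10 min at RT with compound (up to 57.5 uM final), then substrate plus GAPDH/TPI/NAD/arsenate coupling system with diaphorase/resazurin was added; resorufin fluorescence (525/598 nm) was read after 20 min.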
AmpC inh detg – blocks E. coli AmpC beta-lactamase in detergent assay; P00811; AmpC hydrolysis of nitrocefin, absorbance 480 nm, 0.01% Triton; Potency, µM (highest dose often 114 µM), without a hit: top-dose activity change, negative = inhibition, most hits filed as inhibitors; 370,000 tested, 0.041% active; AID 485294;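 note: potency is the fitted concentration of half-maximal effect; 0% = no-compound wells and -100% = no-enzyme wells; nearly all actives have a fitted effect of over 25% in size; some results filed as inactive show a strong effect at the top dose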
Target sequence (P00811 whole entry, looked up): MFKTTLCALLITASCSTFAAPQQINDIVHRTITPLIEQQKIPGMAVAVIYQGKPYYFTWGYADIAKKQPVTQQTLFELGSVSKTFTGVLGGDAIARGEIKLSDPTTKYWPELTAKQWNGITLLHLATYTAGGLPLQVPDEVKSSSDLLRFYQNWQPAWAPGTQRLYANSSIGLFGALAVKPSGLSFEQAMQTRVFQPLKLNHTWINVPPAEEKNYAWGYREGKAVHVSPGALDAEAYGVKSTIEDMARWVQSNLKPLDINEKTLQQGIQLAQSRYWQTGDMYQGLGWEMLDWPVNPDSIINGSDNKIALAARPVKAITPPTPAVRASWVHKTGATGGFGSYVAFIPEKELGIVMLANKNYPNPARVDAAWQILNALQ
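20 mM phosphate pH 7.0 + 0.01% (detergent screen) or 0.0001% Triton X-100; 5.3 nM AmpC reagent; cpd preinc 15 min RT; nitrocefin (800 uM stock) to start; A480 q20 s × 4 min; Activity was normalised to no-enzyme and no-compound control wells.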
HCMV inh – blocks human cytomegalovirus replication; HFF cells, HCMV-luciferase reporter, 72 h; hits give low values; activity change, negative = inhibition, % at 57.5 µM; 410,000 tested, 4.5% active; in the data active = activity change below about -60%; inconclusive = no clear call, values can overlap the other calls; inactive = above about -39%
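Two compound doses tested in HFFs infected with HCMV-luciferase, MOI 1 PFU/cell, 72 h at 37C. Lysate luminescence read with OneGlo; data normalized against buffer-only and 10uM Salinomycin inhibitor controls.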
* hit, by the source's call; u = inconclusive; x = no result given; & = joins results of further samples; [ ] = dose if it differs, or a comment. Unless noted, calls come from the whole dose curve; as a rule, active = well fitted curve in the direction sought with a large enough effect; inconclusive = small, poorly fitted or top-dose-only effect, or another doubt; inactive = no such curve, though single readings can be large; an effect the other way counts as inactive or inconclusive. Unless noted, % is set by controls: 0 for no effect and ±100 for the full control effect. Random draw from the library; any-hit rate near 9.3%.

Letter code – A = Sm TGR inh; B = AMA1 RON2 block; C = HCV inh; D = Giardia FBPA inh; E = AmpC inh detg; F = HCMV inh
COC(=O)C1=CN(c2cc(C)cc(C)c2)C=C(C(=O)OC)C1c1cccc(F)c1
  A: 0%; B: 10%; C: 14%; D: -4%; E: 2%; F: 7

Nc1ccc(S(=O)(=O)NCC(=O)OCCOc2ccccc2)cc1[N+](=O)[O-]
  A: 5%; B: -2%; C: -3%; D: x; E: -17%; F: -22

CC(C)(Cc1ccccc1)/[N+]([O-])=C\c1ccc(C(F)(F)F)cc1
  A: -5%; B: -9%; C: -17%; D: x; E: -14%; F: -23

COc1cc(NC(=O)c2nc(-c3ccncc3)no2)cc(OC)c1OC
  A: -8%; B: x; C: x; D: x; E: 0%; F: 3

COc1ccc(C)cc1NC(=O)c1ccc2c(c1)OCO2
  A: 1%; B: -9%; C: u; D: -7%; E: 3%; F: -17

CCN(CC)S(=O)(=O)c1cccc(-c2nnc(SCCCC(=O)c3ccccc3)o2)c1
  A: 8%; B: 17%; C: 16µM*; D: 7%; E: 1%; F: -24

COc1ccc(CN(C(=O)c2ccccc2OC)C2CCS(=O)(=O)C2)cc1 (configuration not stated)
  A: 2%; B: 2%; C: 11%; D: 21%; E: -4%; F: 42

Cc1nc2cc([N+](=O)[O-])ccc2c(=O)n1-c1cccc(Br)c1
  A: x; B: -5%; C: -28%; D: x; E: x; F: 37

CC(CNC(=O)c1ccc(-c2ccccc2)cc1)CN(C)C (configuration not stated)
  A: u; B: 1%; C: -28%; D: 2%; E: u; F: 61

CC(NC(=O)CC12CC3CC(CC(C3)C1)C2)C(=O)O (configuration not stated)
  A: 0%; B: -1%; C: 6%; D: 7%; E: -5%; F: 7

Cn1nc(C(F)(F)F)c2cc(C(=O)Nc3ccc(Cl)cc3)sc21
  A: 0%; B: 21%; C: -24%; D: -1%; E: -6%; F: u

COc1ccc(NC(=O)CCSCCC(=O)Nc2ccc(OC)cc2OC)c(OC)c1
  A: -8%; B: -4%; C: -20%; D: 0%; E: -7%; F: 29

Cc1ccc2oc(=O)c(S(=O)(=O)c3ccc(F)cc3)cc2c1
  A: 6%; B: x; C: x; D: x; E: 16%; F: -15

Cc1ccnc(NC(=O)Cn2c(=O)oc3cc(S(=O)(=O)N4CCCC4)ccc32)c1
  A: -13%; B: -4%; C: 3%; D: 9%; E: u; F: 29

O=[N+]([O-])c1cc2oc3c(c2c(C=NCc2ccncc2)c1O)CCCC3
  A: u; B: 6%; C: u; D: u; E: -13%; F: x

COc1cccc(-c2nn(-c3ccccc3)cc2CN(C)Cc2ccno2)c1
  A: -9%; B: -18%; C: u; D: -2%; E: 0%; F: -28

O=C1C(=O)N(CCN2CCOCC2)C(c2cccc(Cl)c2)/C1=C(\O)c1ccc2c(c1)OCCO2 (configuration not stated)
  A: u; B: -5%; C: -14%; D: 8%; E: -21%; F: u

CCOC(=O)c1nn(-c2ccc(F)cc2)c(=O)cc1OCC(=O)Nc1ccc(OCC)cc1
  A: 0%; B: 12%; C: -3%; D: x; E: -9%; F: -18

C(=C\CSc1ncn[nH]1)/CSc1ncn[nH]1
  A: 0%; B: 23%; C: -11%; D: u; E: u; F: -15

CCC(=O)N1c2ccc(S(=O)(=O)CCC(=O)NCc3cccs3)cc2CC1C (configuration not stated)
  A: -3%; B: 5%; C: u; D: 2%; E: 2%; F: 58

C[C@H]1COC(=O)[C@H](Cc2ccc(F)cc2)C/C=C\C[C@H](CC(=O)N(CCO)Cc2ccccc2)C(=O)N1
  A: x; B: -3%; C: 4%; D: x; E: x; F: -25

COc1ccc(C2=NOC(C(=O)NC3CCCCC3)C2)cc1OC (configuration not stated)
  A: 0%; B: -5%; C: -7%; D: 2%; E: -11%; F: 1

Cc1ccc(NC(=O)CNC(=O)c2ccc(C)o2)cc1
  A: 6%; B: 3%; C: 13%; D: 13%; E: -9%; F: -1

Cc1c(Cl)cccc1NC(=O)CCN1CCN(CCO)CC1
  A: -12%; B: 10%; C: 6%; D: u; E: u; F: 17

CC(CNC(=O)CCS(=O)(=O)c1ccc2c(c1)oc(=O)n2C)c1ccccc1 (configuration not stated)
  A: -20%&-5%; B: 0%; C: -3%; D: x; E: 3%&18%; F: 0&9

CC(Sc1nnc(-c2cccnc2)n1N)C(=O)Nc1ccc2c(c1)OCCO2 (configuration not stated)
  A: -6%; B: -15%; C: 20%; D: x; E: 6%; F: -31

O=c1[nH]c(=O)n(C2OC(CO)C(O)C2O)cc1N1CCOCC1 (configuration not stated)
  A: x; B: 10%; C: 18%; D: x; E: x; F: -26

N#CC1=C(c2ccccc2)/C(=C/c2ccccc2)OC1=O
  A: -22%; B: 2%; C: u; D: -13%; E: 1%; F: -106*

Cc1cccn2c(=O)c3cc(C#N)c(=O)n(-c4c(C)n(C)n(-c5ccccc5)c4=O)c3nc12
  A: -11%; B: 0%; C: 12%; D: 2%; E: -8%; F: -7

S=c1[nH]nc(COc2ccccc2)n1/N=C/c1cccc(Br)c1
  A: -10%; B: 63%[activator]; C: 9%; D: 12%; E: -15%; F: -10

Continued:
Values in the order: Sm TGR inh | AMA1 RON2 block | HCV inh | Giardia FBPA inh | AmpC inh detg | HCMV inh
- O=c1cc(-c2ccccc2)oc2cc(O)cc(O)c12
  x | 11% | -19% | 1% | x | x
- C=CCNc1nc(-c2ccc([N+](=O)[O-])cc2)cs1
  0% | -26% | u | -4% | -6% | -69*
- CC(Sc1nnc(-c2cccnc2)n1N)C(=O)NCCC1=CCCCC1 (configuration not stated)
  -23% | 1% | -1% | x | -15% | -35
- COc1ccc(S(=O)(=O)n2nc(C)c(S(=O)(=O)N3CCCCC3)c2C)cc1
  23% | x | x | x | 21% | 3
- CCCN(Cc1cc2cccc(C)c2[nH]c1=O)C(=O)c1cccc(Cl)c1
  -6% | x | x | x | -2% | 19
- CCOC(=O)C1CCN(C(=O)c2ccc3c(c2)C(=O)N(c2ccccc2C)C3=O)CC1
  2% | -1% | 13% | x | u | -9
- Cn1c(SCC(=O)c2ccc(F)cc2)nc2cccnc21
  -11% | 0% | -18% | -15% | -4% | -12
- COc1ccc(C(=O)CC(=O)C(=O)Nc2cc(C)ccc2C)cc1
  -2% | 39%[activator] | -8% | -8% | -3% | 23
- CCc1nn(CCCC(=O)N2CCC(C)CC2)c(=O)c2cc3occc3n12
  6% | -9% | u | x | -6% | 0
- CCc1ccccc1N1CC(C(=O)O)CC1=O (configuration not stated)
  -23% | -4% | 6% | 8% | -10% | 8
- COc1ccc(-c2cnnc(N/N=C/c3c(C)nn(-c4ccccc4)c3Cl)n2)cc1
  -3% | -11% | -12% | -1% | 6% | -31
- COc1cccc(OCCSc2nc(C)c(Cc3ccccc3)c(=O)[nH]2)c1
  2%&10% | -6% | 10% | 3% | 2%&11% | u
- COC(=O)c1ccc(C(=O)OC)c(NC(=O)CN2CCN(c3ccccc3OC)CC2)c1
  -26% | -9% | u | -5% | -10% | 17
- Cc1ccc(-n2nnc3c(SCC(=O)NCC4CCCO4)ncnc32)cc1 (configuration not stated)
  -2% | 2% | 1% | 6% | u | x
- CCOc1ccccc1NC(=O)c1cc(=O)c2ccccc2o1
  -7% | -1% | 4% | 9% | -6% | 0
- Cc1nn(-c2cccc(Cl)c2)c2nc(-c3ccco3)cc(C(=O)O)c12
  16µM* | 0% | 6% | u | -10% | 3
- Cc1cc(NC(=O)CSc2nnc(-c3ccccc3F)n2C)no1
  0% | -3% | -9% | x | 2% | -23
- COc1ccc(OCc2cc(C(=O)N3CCN(CC4CC4)CC3)no2)c(Cl)c1
  -6% | 18% | 6% | 2% | -3% | -13
- CCc1c(C(=O)N2CCOCC2)csc1C
  -5% | 5% | 2% | 5% | u | 23
- COc1cc2nc(N(CCCN(C)C)C(=O)c3ccc(S(=O)(=O)N(C)C4CCCCC4)cc3)sc2cc1OC
  0% | -12% | -12% | x | -18% | -8
- O=C(COC(=O)C1CCC(=O)N1)Nc1ccc(Cl)cc1Cl (configuration not stated)
  -4% | 12% | 5% | 3% | 8% | -12
- COc1cc(OC)c(CN2CCc3c([nH]c4ccccc34)C2)cc1Br
  35µM* | -18% | -18% | -20% | 5% | 39
- CSc1ccc(-c2c(C#N)c(N)nc3c2c(C)nn3-c2ccccc2)cc1
  0% | 14% | u | -9% | -15% | -21
- O=C([O-])c1cc(-c2ccccc2)cc(-c2ccccc2)[n+]1CCc1ccc(Cl)cc1
  x | 8% | 1% | x | x | -80*
- Cc1cc(C)c(S(=O)(=O)C(C)C)c(=O)[nH]1
  18% | 2% | -2% | 3% | 5% | -34
- CCOCCCNC(=O)C(c1ccccc1)N(Cc1cccs1)C(=O)CNC(=O)c1ccccc1 (configuration not stated)
  -4% | -21% | 7% | -3% | -6% | 4
- CCOC(=O)c1ccc(Nc2nc(=O)c3cccnc3s2)cc1
  -11% | -1% | x | 2% | -7% | u
- Cc1ccc(N=N/C(=C\O)C(=O)c2ccc(Cl)cc2)cc1
  3% | -13% | 10µM* | 0% | -12% | -87*
- COc1ccccc1CN1CN(S(=O)(=O)c2ccccc2)c2nc3ccccc3nc21
  -3% | 17% | u | -6% | 3% | u
- CC(C)Cc1ccc(CN2CCCC(NC(=O)CCN3CCCCC3=O)C2)cc1 (configuration not stated)
  3% | 22% | -29% | 13% | u | 14
- COc1ccc(/C=N/NC(=O)CNC(=O)c2ccncc2)cc1OC
  -6% | -3% | 4% | 12% | 3% | 14
- CN(C)c1cc(N/N=C/c2ccc(Cl)cc2)nc(N(C)C)n1
  4% | -7% | 7.1µM* | u | 5% | u
- O=S1(=O)c2ccc(Br)cc2N2CCC[C@H]2CN1Cc1ccccc1
  x | -6% | u | x | x | -35

Compounds listed so far that have a Cl atom:
Values in the order: Sm TGR inh | AMA1 RON2 block | HCV inh | Giardia FBPA inh | AmpC inh detg | HCMV inh
- Cn1nc(C(F)(F)F)c2cc(C(=O)Nc3ccc(Cl)cc3)sc21
  0% | 21% | -24% | -1% | -6% | u
- O=C1C(=O)N(CCN2CCOCC2)C(c2cccc(Cl)c2)/C1=C(\O)c1ccc2c(c1)OCCO2 (configuration not stated)
  u | -5% | -14% | 8% | -21% | u
- Cc1c(Cl)cccc1NC(=O)CCN1CCN(CCO)CC1
  -12% | 10% | 6% | u | u | 17
- CCCN(Cc1cc2cccc(C)c2[nH]c1=O)C(=O)c1cccc(Cl)c1
  -6% | x | x | x | -2% | 19
- COc1ccc(-c2cnnc(N/N=C/c3c(C)nn(-c4ccccc4)c3Cl)n2)cc1
  -3% | -11% | -12% | -1% | 6% | -31
- Cc1nn(-c2cccc(Cl)c2)c2nc(-c3ccco3)cc(C(=O)O)c12
  16µM* | 0% | 6% | u | -10% | 3
- COc1ccc(OCc2cc(C(=O)N3CCN(CC4CC4)CC3)no2)c(Cl)c1
  -6% | 18% | 6% | 2% | -3% | -13
- O=C(COC(=O)C1CCC(=O)N1)Nc1ccc(Cl)cc1Cl (configuration not stated)
  -4% | 12% | 5% | 3% | 8% | -12
- O=C([O-])c1cc(-c2ccccc2)cc(-c2ccccc2)[n+]1CCc1ccc(Cl)cc1
  x | 8% | 1% | x | x | -80*
- Cc1ccc(N=N/C(=C\O)C(=O)c2ccc(Cl)cc2)cc1
  3% | -13% | 10µM* | 0% | -12% | -87*
- CN(C)c1cc(N/N=C/c2ccc(Cl)cc2)nc(N(C)C)n1
  4% | -7% | 7.1µM* | u | 5% | u
